SENP8 block-1 = SENP8 protease inhibitors, primary screen, biochemical, luminescence. hit rate 1.2% among 330,000. Sentrin-specific protease 8 (Homo sapiens), Q96LD8. inhibition, % at 10 µM. AID 2540, 2010. purified SENP8, Z-RLRGG-aminoluciferin cleavage; in the data active = inhibition above about 50%
Target sequence (Q96LD8 whole entry, looked up): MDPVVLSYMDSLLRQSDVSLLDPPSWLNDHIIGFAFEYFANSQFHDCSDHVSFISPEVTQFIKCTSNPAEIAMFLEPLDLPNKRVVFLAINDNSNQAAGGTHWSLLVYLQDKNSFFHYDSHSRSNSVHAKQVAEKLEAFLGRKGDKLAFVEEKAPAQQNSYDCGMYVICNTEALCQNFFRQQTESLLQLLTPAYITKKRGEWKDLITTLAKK
HKDC1 inhibitor = HKDC1 hexokinase inhibitors, primary screen, biochemical, fluorescence, uHTS; recombinant HKDC1, G6PDH/diaphorase resazurin coupled fluorescence; Q2TB90; hit rate 0.16% among 340,000; inhibition, % at 20 µM;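 active = inhibition above about 35% when tested at 20 µM, limit read from the data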;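 also: plate controls were DMSO wells with enzyme for no effect and DMSO wells lacking enzyme for full effect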
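Material – in-house recombinant HK5 (HKDC1) enzyme · Quantity – HKDC1 at 5 µg/mL · Buffer or medium – pH 8.0 Tris buffer with 10 mM MgCl2 · Reagent – glucose with 1 mM ATP · Dosing – single 20 µM dose · Times – reaction time 90 min, room temperature, protected from light · Technique – resorufin fluorescence at 613 nm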
SENP7 inh = SENP7 protease inhibitors, primary screen, biochemical, luminescence, uHTS; Sentrin-specific protease 7 (Homo sapiens), Q9BQF6; hit rate 1.5% among 330,000; inhibition, % at 5 µM; recombinant SENP7, Z-RLRGG-aminoluciferin luminescence, 40 min; AID 434973, 2010;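 active = inhibition above about 50% at the single test dose, limit read from the data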;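 also: plate controls were DMSO with enzyme for no effect and no enzyme buffer wells for full effect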
Target sequence (Q9BQF6 706-1050 limits assumed): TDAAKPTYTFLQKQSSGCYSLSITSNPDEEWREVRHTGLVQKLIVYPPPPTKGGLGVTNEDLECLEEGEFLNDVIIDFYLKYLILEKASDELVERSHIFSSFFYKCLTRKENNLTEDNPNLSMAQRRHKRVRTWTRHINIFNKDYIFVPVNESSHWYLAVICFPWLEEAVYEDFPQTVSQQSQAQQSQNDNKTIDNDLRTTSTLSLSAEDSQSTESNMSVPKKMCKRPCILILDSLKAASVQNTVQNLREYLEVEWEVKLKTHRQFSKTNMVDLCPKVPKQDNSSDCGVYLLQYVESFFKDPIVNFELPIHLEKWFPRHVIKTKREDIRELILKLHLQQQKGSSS
SENP8 block-2 = human SENP8 protease inhibitors, primary screen, biochemical, fluorescence, Nedd8 protein substrate, uHTS. Sentrin-specific protease 8 (Homo sapiens), Q96LD8. recombinant SENP8. inhibition, % at 20 µM. hit rate 0.64% among 360,000. AID 602440, 2012; in the data active = inhibition mostly above about 40%, no sharp cut-off; inactive = mostly below about 27%
SENP6 inh = SENP6 protease inhibitors, primary screen, biochemical, luminescence, uHTS | Sentrin-specific protease 6 (Homo sapiens), Q9GZR1 | Recombinant SENP6 catalytic domain, aminoluciferin luminescence | inhibition, % at 10 µM | hit rate 1.8% among 330,000;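 active = inhibition above about 50% at the single tested dose, limit read from the data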;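 also: plate controls were DMSO wells with enzyme for no effect and DMSO wells lacking enzyme for full effect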
Target sequence (Q9GZR1 628-1112 limits assumed): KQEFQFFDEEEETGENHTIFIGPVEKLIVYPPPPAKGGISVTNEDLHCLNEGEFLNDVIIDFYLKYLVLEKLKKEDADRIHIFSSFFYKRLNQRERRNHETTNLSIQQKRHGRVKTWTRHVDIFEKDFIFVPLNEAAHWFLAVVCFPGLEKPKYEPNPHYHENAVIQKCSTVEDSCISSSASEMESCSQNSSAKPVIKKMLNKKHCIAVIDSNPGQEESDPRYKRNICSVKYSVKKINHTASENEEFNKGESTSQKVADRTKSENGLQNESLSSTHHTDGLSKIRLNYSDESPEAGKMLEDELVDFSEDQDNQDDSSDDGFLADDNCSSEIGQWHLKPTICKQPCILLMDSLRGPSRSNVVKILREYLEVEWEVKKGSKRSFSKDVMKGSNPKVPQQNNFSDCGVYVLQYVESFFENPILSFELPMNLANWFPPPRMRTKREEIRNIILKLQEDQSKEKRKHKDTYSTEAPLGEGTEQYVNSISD
Apaf-1 inh = inhibitors of human Apaf-1 apoptosome, primary screen, biochemical, DEVD-Rh110 fluorescence, uHTS; reconstituted apoptosome caspase-3 activity; AID 489030, 2010; inhibition, % at 20 µM; Apoptotic protease-activating factor 1 (Homo sapiens), O14727; hit rate 0.71% among 330,000; active = inhibition of at least 40% at 20 µM;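 also: plate controls were DMSO wells for no effect and DEVD-CHO caspase inhibitor wells for full effect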
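Medium: Hepes buffer, pH 7.5 / System: biochemical Apaf-1 apoptosome reconstitution / Measured by: Rh110 fluorescence, excitation 480 nm, emission 540 nm / Times: compound with Apaf-1, dATP, procaspase-3 30 min, then 50 min reaction, room temperature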
PfGluPho inh = PfG6PD enzyme inhibitors, primary screen, biochemical, fluorescence intensity, uHTS | inhibition, % at 20 µM | glucose-6-phosphate dehydrogenase-6-phosphogluconolactonase (Plasmodium falciparum 3D7) | PfGluPho enzyme, NADPH resazurin-diaphorase fluorescence | AID 504690, 2011 | hit rate 0.78% among 350,000;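 active = inhibition reaching at least a set limit at 20 µM in the primary screen, cut at about 59% in these data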;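 also: 0% = DMSO wells with substrate and 100% = DMSO wells lacking glucose-6-phosphate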
SENP1 FRET inh = human SENP1 catalytic domain inhibitors, primary screen, biochemical, FRET, uHTS. recombinant SENP1 catalytic domain, CyPet-SUMO1-YPet FRET cleavage. inhibition, % at 10 µM. hit rate 0.21% among 360,000. AID 624204, 2012. Sentrin-specific protease 1 (Homo sapiens), Q9P0U3;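 active = inhibition at least 30% at 10 µM, raw YFP signal under a set limit, fluorescence ratio 0.5 to 1.5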;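 also: 0% = enzyme with DMSO and 100% = no enzyme wells; some results filed as inactive read as strong as hits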
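Assay system – human recombinant His6-tagged SENP1 catalytic domain enzyme · Input – SENP1 enzyme, 20 pM final · Buffer or medium – Tris pH 8 buffer plus EDTA, NaCl, BME, BSA, NP40, catalase · Schedule – 50 min reaction at room temperature · Technique – FRET read of cyan and yellow fluorescence · Control set – no-enzyme wells low, DMSO-plus-enzyme wells high control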
Numbers without * were called inactive; / = no result given.

cpd	Structure	SENP8 block-1	HKDC1 inhibitor	SENP7 inh	SENP8 block-2	SENP6 inh	Apaf-1 inh	PfGluPho inh	SENP1 FRET inh
1	O=C(Cc1ccc2c(c1)OCCO2)Nc1cccc(S(=O)(=O)N2CCOCC2)c1	-5	-4	1	12	-21	-2	7	4
2	O=C(c1noc2c1CCCC2)N1CCN(c2ccc(F)cc2)CC1	-3	-5	-2	9	-1	-11	-5	-2
3	COc1ccc(S(=O)(=O)N2CCN(CC(=O)NCCc3cccs3)CC2)cc1	-15	-4	-1	-2	14	10	-12	1
4	CN1CCN(C(=O)c2cc(Cl)ccc2Cl)CC1	1	-3	4	25	-42	6	4	0
5	CCOC(=O)C(CC)(CC)/C(C)=N/NC(=O)CC#N	2	-3	2	11	4	1	-10	2
6	COc1cc2c(cc1N/C=C(\C#N)c1nc(-c3ccc(F)cc3)cs1)oc1ccccc12	1	3	8	-52	-2	-21	0	-38
7	CC(=O)Nc1ccc(S(=O)(=O)N2CCCC3CCCCC32)cc1 (stereo unspecified)	-8	-2	-6	22	-18	12	-4	1
8	COc1cccc(N2C(=NC(=O)CCC3CCCC3)SC3CS(=O)(=O)CC32)c1 (stereo unspecified)	-7	-2	-12	13	-9	2	8	1
9	CCCCS(=O)CC(COCc1ccccc1)OC(=O)CSc1nc(C)cc(C)n1 (stereo unspecified)	0	2	1	17	-13	-7	-3	0
10	CC1=C(c2ccccc2)[N+](=O)C2(CCCCC2)N1[O-]	6	0	3	4	5	-15	1	1
11	COc1cccc(/C=C2\CC(C)Cc3c2nc2ccccc2c3C(=O)O)c1OC (stereo unspecified)	7	0	2	-119	-3	-1	-21	-6
12	CC(=O)Nc1ccc(NC(=O)CSc2nccn2Cc2ccc(Cl)cc2)cc1	-3	-3	-2	-7	0	8	10	1
13	COc1ccc(CN2C(=O)c3ccccc3C2C(=O)NC2CCC(C)CC2)c(OC)c1 (stereo unspecified)	0	-2	-2	25	-3	-8	-4	1
14	O=C(Nc1cc(Cl)ccc1Cl)c1ccc(OC(=O)c2ccco2)cc1	-1	3	-2	7	11	-13	-3	1
15	COc1cc(CNc2nnnn2C)cc(OC)c1OC	8	-5	0	0	-14	2	5	0
16	CCN(CC)c1ccc(/C=N/NC(=O)c2cc(C)nc3ccccc23)cc1	-3	0	-5	11	-7	15	9	8
17	O=C1/C(=C\c2cccnc2)SC(=S)N1c1ccc(F)cc1	-6	-7	1	4	-11	1	8	5
18	COc1ccc(/C=N/n2c(C)nc3sc(C)c(C)c3c2=O)cc1OC	1	-9	-5	6	-26	-145	3	-1
19	COc1cc2nc(CN3CCN(C(C)=O)CC3)[nH]c(=O)c2cc1OC	-8	-11	-1	6	-22	3	-4	2
20	CCOC(=O)C1CCN(C(=O)C2CCN(S(=O)(=O)c3ccc4ccccc4c3)CC2)CC1	-2	2	-1	-3	2	23	-12	2
21	Oc1ccccc1N1CCN(c2ncnc3scc(-c4ccccc4)c23)CC1	-3	11	-3	-5	-32	17	5	-14
22	COc1ccc(Cl)cc1Nc1cc(C)nc2nc(C)nn12	-5	2	0	5	8	-4	-9	0
23	CC(C)(C)C(=O)CSc1nc2ccccc2o1	-4	12	-14	8	1	6	6	0
24	CC(C)NC(=O)/C(=C/c1cn(-c2ccccc2)nc1-c1cccc([N+](=O)[O-])c1)NC(=O)c1ccccc1	-3	-11	1	27	-2	-11	25	1
25	Cc1cccc(/N=C/c2c(C)[nH]n(-c3ccccc3)c2=O)n1	-4	-2	-1	14	-10	4	2	2
26	CCN(CC)S(=O)(=O)c1cccc(NC(=O)COC(=O)c2cccs2)c1	6	1	-10	10	1	-14	5	0
27	CC(=O)c1ccc(OCc2cc(=O)n3ccsc3n2)cc1	-14	-4	2	-11	7	-16	20	-11
28	O=C(NCCS(=O)(=O)NCC1CCCO1)c1ccccc1 (stereo unspecified)	-9	-2	14	12	-6	-3	-3	-1
29	CCCCn1c(SCC(=O)NCc2cccs2)nc2c1c(=O)n(C)c(=O)n2C	-5	-3	6	8	-1	-11	0	2
30	O=C(CN1CCN(C(=O)C2CCCO2)CC1)Nc1ccc(Cl)c(Cl)c1 (stereo unspecified)	5	-5	-3	3	10	-4	12	-2

4 entries picked at random from those above:
cpd	Structure	SENP8 block-1	HKDC1 inhibitor	SENP7 inh	SENP8 block-2	SENP6 inh	Apaf-1 inh	PfGluPho inh	SENP1 FRET inh
21	Oc1ccccc1N1CCN(c2ncnc3scc(-c4ccccc4)c23)CC1	-3	11	-3	-5	-32	17	5	-14
30	O=C(CN1CCN(C(=O)C2CCCO2)CC1)Nc1ccc(Cl)c(Cl)c1 (stereo unspecified)	5	-5	-3	3	10	-4	12	-2
16	CCN(CC)c1ccc(/C=N/NC(=O)c2cc(C)nc3ccccc23)cc1	-3	0	-5	11	-7	15	9	8
25	Cc1cccc(/N=C/c2c(C)[nH]n(-c3ccccc3)c2=O)n1	-4	-2	-1	14	-10	4	2	2

(listing goes on)
cpd	Structure	SENP8 block-1	HKDC1 inhibitor	SENP7 inh	SENP8 block-2	SENP6 inh	Apaf-1 inh	PfGluPho inh	SENP1 FRET inh
31	CCc1nnc(NC(=O)[C@@H](NC(=O)c2ccc(OC)cc2)C(C)C)s1	7	-1	-2	10	10	-7	-8	2
32	COc1ccc(C(=O)NNC(=S)NC(=O)c2ccc(Br)o2)cc1OC	-1	5	7	14	0	7	-4	0
33	O=C1C=CN2CCCC2CC1 (stereo unspecified)	4	-3	4	-18	-3	15	-3	-23
34	COc1ccc(-c2noc(CCC(=O)N3CCN(c4cccc(Cl)c4)CC3)n2)cc1	/	-5	-5	1	/	31	-1	-2
35	CC1(C)COCN1C(=O)c1ccc(Cl)c(Cl)c1	-1	-15	6	16	-6	-1	1	1
36	COc1ccc(Cl)cc1NC(=O)COC(=O)Cc1cc(OC)c(OC)c(OC)c1	8	-5	9	4	-8	3	42	0
37	CCn1c(SC(C)C(=O)NC2CCCc3ccccc32)nnc1-c1cccs1 (stereo unspecified)	-5	-11	-1	-18	5	0	-5	0
38	CCc1ccc2[nH]c(=O)c(CN(CCO)C(=O)NCc3ccccc3)cc2c1	-3	0	2	-62	7	4	8	1
39	COc1cc(OC)cc(C(=O)N(CN2CCCC2=O)c2ccccc2OC)c1	-1	1	2	10	-13	-1	-13	-5
40	O=C(OCC(=O)N1CCN(c2ccccc2)CC1)C1=COCCO1	3	-3	5	15	8	-1	3	2
41	CN1C(=O)c2ccccc2N(C)C1c1ccc(F)cc1 (stereo unspecified)	-2	1	5	-312	22	0	13	-22
42	O=S(=O)(c1ccc2oc3ccccc3c2c1)N1CCCC1	-1	-1	-4	25	6	6	-8	2
43	O=C1CSC(=S)N1c1cccnc1	0	-9	3	6	-1	-7	10	-1
44	Nc1nnc(-c2cccc([N+](=O)[O-])c2)o1	-12	-5	-3	39	-7	-5	11	3
45	Cc1ccccc1C(=O)c1cccn1CC(=O)NCc1ccc(Cl)cc1	-7	3	-1	-1	-21	-92	1	1
46	COc1ccc(N(C(=O)C2CCCCC2)C2C=CS(=O)(=O)C2)c(OC)c1 (stereo unspecified)	-12	-3	-9	17	-21	9	2	1
47	Cc1ccc(OCCSc2cc(C)nc(N)n2)cc1	-4	0	2	6	15	3	-5	4
48	Cc1ccc(C(=O)N2CCN(S(=O)(=O)c3ccc(Br)cc3)CC2)o1	3	-5	1	5	-7	6	-17	2
49	CC(=O)c1cc(F)c(N2CCN(C(=O)c3ccco3)CC2)cc1C	-2	0	16	7	-24	6	8	5
50	CCCCNS(=O)(=O)c1ccc(NC(=O)C2CCCO2)cc1 (stereo unspecified)	-1	-9	3	14	8	10	-3	2
51	COc1ccc(S(=O)(=O)N2CCOCC2)cc1NC(=O)c1cc(C)oc1C	-11	-3	2	0	-16	-2	9	3
52	CCC(C)c1ccc(NC(=S)NCCn2cc(Cl)cn2)cc1 (stereo unspecified)	0	-3	6	8	-3	13	34	1
53	O=C(O)c1ccc(N2C(=O)c3[nH]nc(-c4ccccc4)c3C2c2ccccc2)cc1 (stereo unspecified)	1	-7	6	9	-12	7	15	-2
54	CC(NCC(=O)Nc1ccccc1C(=O)NC1CC1)c1ccccc1Cl (stereo unspecified)	-12	2	-12	0	-6	1	0	-4
55	Cc1cc(NC(=O)CSc2nnc(C)n2-c2ccccc2)no1	3	-2	2	12	-7	-3	-17	0
56	COc1cc([N+](=O)[O-])ccc1NC(=O)CSc1nccn1C	4	-3	2	10	6	4	3	1
57	Cc1cc(C)n2nc(C(=O)Nc3c(C)nn(Cc4ccc(F)cc4)c3C)cc2n1	0	2	-1	-55	3	2	16	-1
58	CC1CC(C)(C)CC2(C1)NC(=O)N(CC(=O)NCCc1c[nH]c3ccccc13)C2=O (stereo unspecified)	-14	-6	-14	5	-13	15	15	0
59	Cc1ccnc(NC(=O)C2(c3cccs3)CCOCC2)c1	4	-10	12	9	-6	-4	-4	1
60	COc1cc(/C=N/NC(N)=O)ccc1OC(=O)c1ccco1	-9	-12	-7	15	-16	14	10	3
61	CC(C)(C)C(=O)Nc1ccc(-c2nnc3n2CCCCC3)cc1	0	-4	4	5	-7	6	-11	3
62	O=C1CC(N2CCN(c3ccccn3)CC2)C(=O)N1CC(c1ccccc1)c1ccccc1 (stereo unspecified)	2	7	0	16	-2	26	6	1
63	Cc1cccn2c(=O)c3cc(S(=O)(=O)c4ccc(F)cc4)c(=N)n(Cc4ccco4)c3nc12	-5	0	-8	-422	-8	26	-2	-37
64	CC(C)=CC(=O)N1CCC(N2CCC(C(=O)N3CCOCC3)CC2)CC1	3	-5	-2	19	-12	-26	-1	-15
65	CCOc1ccc(NC(=O)CN(C)C(=O)CN2C(=O)C3CC=CCC3C2=O)cc1OCC (stereo unspecified)	-4	-5	-5	3	8	-4	-7	1
66	Cc1cc(N(C)C)c(C#N)c(N2CCOCC2)n1	2	2	1	0	-11	-6	-3	-1
67	CC(=O)NCCc1cc2cc(C)c(C)cc2[nH]c1=O	2	0	4	-104	3	-5	5	1
68	Cc1ccc(C(=O)O/N=C/c2c(C(F)(F)F)nn(C)c2Sc2ccc(Cl)cc2)cc1	-1	2	-4	15	-12	10	31	-2
69	O=C(NCCS(=O)CCNC(=O)C(F)(F)F)C(F)(F)F	-1	-9	-4	25	2	-3	-2	1
70	COc1ccccc1C(CNC(=O)CNC(=O)c1cccc(Cl)c1)N1CCCC1 (stereo unspecified)	/	-5	/	9	/	/	10	-5
71	O=S(=O)(c1cccc2c(S(=O)(=O)N3CCCC3)cccc12)N1CCCC1	1	-4	4	17	-5	4	-3	1
72	CC1(C)CCN2CCC(C)(C)c3c(O)ccc1c32	20	21	-1	-64	24	32	57	-26
